# Bioassay records: PubChem, Center for Chemical Genomics, University of Michigan
# Dicer inh – inhibitors of Dicer pre-microRNA processing, primary screen, biochemical, cat-ELCCA, chemiluminescence; Endoribonuclease Dicer (Homo sapiens), Q9UPY3; cat-ELCCA pre-miR-21 Dicer processing; stronger effect = higher value; z-score at 25 µM; 47,000 tested, 6% active; AID 1347074, 2019; in the data active means z-score above about 3, passing the limit was not always enough;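 further: plate controls were vehicle for no effect and no enzyme for full effect; higher signal means more uncleaved substrate so more Dicer inhibition; strong numbers were not always called active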
# Target sequence (Q9UPY3 whole entry, looked up): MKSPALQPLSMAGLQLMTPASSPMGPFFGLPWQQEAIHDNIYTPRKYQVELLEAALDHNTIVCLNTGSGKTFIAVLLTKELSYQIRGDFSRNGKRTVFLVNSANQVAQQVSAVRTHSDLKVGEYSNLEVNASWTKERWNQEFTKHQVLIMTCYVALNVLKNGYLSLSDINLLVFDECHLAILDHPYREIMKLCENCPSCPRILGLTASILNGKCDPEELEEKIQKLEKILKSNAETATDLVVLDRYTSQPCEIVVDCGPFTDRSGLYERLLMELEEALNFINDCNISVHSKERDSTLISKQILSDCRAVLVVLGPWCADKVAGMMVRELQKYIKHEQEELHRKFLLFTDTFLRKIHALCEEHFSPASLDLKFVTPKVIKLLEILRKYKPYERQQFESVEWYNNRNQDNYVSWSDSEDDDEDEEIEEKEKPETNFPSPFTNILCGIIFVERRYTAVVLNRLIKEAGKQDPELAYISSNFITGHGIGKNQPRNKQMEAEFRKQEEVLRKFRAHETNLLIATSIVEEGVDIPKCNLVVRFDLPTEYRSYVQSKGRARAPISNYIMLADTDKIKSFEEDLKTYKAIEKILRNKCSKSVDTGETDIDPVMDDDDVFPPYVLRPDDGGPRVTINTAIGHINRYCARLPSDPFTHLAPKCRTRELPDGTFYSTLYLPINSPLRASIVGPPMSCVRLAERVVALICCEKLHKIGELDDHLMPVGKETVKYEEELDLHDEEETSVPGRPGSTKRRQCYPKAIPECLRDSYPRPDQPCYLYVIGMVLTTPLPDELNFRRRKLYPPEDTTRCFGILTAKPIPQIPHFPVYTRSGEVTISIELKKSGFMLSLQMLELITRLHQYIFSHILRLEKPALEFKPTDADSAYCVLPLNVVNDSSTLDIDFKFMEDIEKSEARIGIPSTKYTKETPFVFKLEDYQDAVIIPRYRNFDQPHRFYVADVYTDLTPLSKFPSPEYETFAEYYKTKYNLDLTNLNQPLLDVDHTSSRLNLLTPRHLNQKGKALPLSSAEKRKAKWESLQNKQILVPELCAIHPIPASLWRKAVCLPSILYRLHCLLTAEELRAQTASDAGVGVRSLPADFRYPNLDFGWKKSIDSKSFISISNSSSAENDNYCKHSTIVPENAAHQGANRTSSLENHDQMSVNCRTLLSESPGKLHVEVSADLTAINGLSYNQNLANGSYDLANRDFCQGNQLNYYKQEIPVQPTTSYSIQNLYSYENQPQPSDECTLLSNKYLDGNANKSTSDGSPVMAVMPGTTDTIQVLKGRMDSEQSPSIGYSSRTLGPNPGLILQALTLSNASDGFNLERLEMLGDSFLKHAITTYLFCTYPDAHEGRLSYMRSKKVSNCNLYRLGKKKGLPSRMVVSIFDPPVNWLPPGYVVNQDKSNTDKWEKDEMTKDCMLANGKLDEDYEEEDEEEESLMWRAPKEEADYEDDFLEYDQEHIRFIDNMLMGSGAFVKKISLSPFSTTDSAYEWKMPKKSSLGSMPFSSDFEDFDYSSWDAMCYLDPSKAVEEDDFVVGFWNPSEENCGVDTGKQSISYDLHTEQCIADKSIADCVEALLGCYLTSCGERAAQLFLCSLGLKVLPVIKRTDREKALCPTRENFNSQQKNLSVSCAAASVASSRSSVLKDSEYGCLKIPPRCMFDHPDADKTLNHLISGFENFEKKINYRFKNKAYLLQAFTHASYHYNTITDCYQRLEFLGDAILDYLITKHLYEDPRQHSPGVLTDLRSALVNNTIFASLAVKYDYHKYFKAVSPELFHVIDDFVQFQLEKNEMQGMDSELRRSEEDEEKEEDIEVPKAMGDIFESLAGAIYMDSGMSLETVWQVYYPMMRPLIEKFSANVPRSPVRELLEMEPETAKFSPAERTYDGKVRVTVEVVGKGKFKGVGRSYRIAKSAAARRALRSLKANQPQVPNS
# * marks the source's active call; other numbers are inactive results. Some of the compounds tested, so the mix of outcomes need not match the whole.
SMILES,Dicer inh
OC1(C(F)(F)F)CC(c2ccc3c(c2)CCCC3)=NN1 (configuration not stated),0.87
CCCc1c(C(=O)Nc2nc(-c3ccc(C)c(Cl)c3)c(C)s2)cnn1-c1ccccc1,0.35
Cc1csc(N)c1-c1nc2ccccc2s1,-2.4
O=c1[nH]c(CSc2nnc(-c3ccccn3)o2)nc2ccccc12,0.9
COc1ccc(OCC(=O)Nc2sc3c(c2C(N)=O)CCCC3)cc1,1.2
CCSCCOC(=O)C1=C(C)NC2=C(C(=O)CC(C)(C)C2)C1c1ccc(CC)cc1 (configuration not stated),-0.04
CC1=C(C(=O)OCc2ccccc2)C(c2ccc(C)s2)C2=C(CC(C)(C)CC2=O)N1 (configuration not stated),10
C=CCOC(=O)C1=C(C)NC2=C(C(=O)CCC2)C1c1ccccc1OCCCC (configuration not stated),-0.28
Cc1ccc(S(=O)(=O)n2c(=O)sc3ccccc32)cc1,-0.13
COc1cc2c(cc1OC)-c1c(C#N)c(-c3ccc4c(c3)OCO4)c(C(=O)c3ccccc3)n1CC2,2.6
Cc1cc(Oc2cc(Cl)cc(Cl)c2)nc(-c2ccccn2)n1,0.3
CC1(C)NC(=O)N(CC(O)COc2ccccc2F)C1=O (configuration not stated),3
CCOC(=O)c1sc(SC)c2c1CCCC21SCCS1,-0.39
CC[C@H](C)C(=O)O[C@H]1C[C@@H](C)C=C2C=C[C@H](C)[C@H](CC[C@@H]3C[C@@H](O)CC(=O)O3)[C@H]21,-0.24
O=C(NNc1c(Cl)cncc1Cl)C(c1ccccc1)c1ccccc1,2.7
Cc1ccc(C(=O)Nc2nc3c(s2)C(=O)CC(C)(C)C3)cc1C,1.9
COc1ccccc1Nc1nc(N)nc(N)c1S(=O)(=O)c1ccccc1,0.72
CC(CN1CCN(Cc2ccccc2)CC1)N(C(=O)C1CCC1)c1ccccn1 (configuration not stated),0.53
CCCCCSc1nnc2c(n1)OC=Nc1ccccc1-2,3
C=CCSc1nnc2c(n1)OC(c1ccco1)N(C(C)=O)c1ccccc1-2 (configuration not stated),-0.21
Cc1ccc(NC(=O)OC(C)C)cc1Cl,-0.62
C=CCOC(=O)C1=C(C)NC2=C(C(=O)CCC2)C1c1cc2c(cc1Cl)OCO2 (configuration not stated),-0.68
N#Cc1c(-c2ccccc2)nc(N/N=C/c2cccs2)[nH]c1=O,3.8*
Cc1ccc(C(C)NC(=O)C(=O)Nc2cccc(C(F)(F)F)c2)c(C)c1 (configuration not stated),-2
Oc1c(Cl)cc(Cl)c(Cl)c1Cc1c(O)c(Cl)cc(Cl)c1Cl,14*
O=C1CC2C(=O)NCCN2C(=NC(=O)c2ccc(Cl)cc2)N1 (configuration not stated),-0.18
CN(C)CC/C=C1\c2ccccc2CSc2ccccc21,0.08
COC(=O)c1cn(CCOc2ccccc2)c2ccccc12,3.1*
COC(=O)C1=C(C)NC(C)=C(C(=O)OC)C1c1cc(C(=O)OC)c(OC)cc1OC,-0.17
COc1cccc2c1c(NC(=O)CSCC(=O)O)nn2C,-6.7
c1ccc2cc(Cn3cnc4ccccc43)ccc2c1,2.1
CCOC(=O)c1nc[nH]c1C(=O)OCC,0.53
COc1cc(/C=C2\N=C(SC)SC2=O)ccc1OCc1ccccc1,0.38
COc1ccc(C(=O)/C=C(\C(=O)c2ccccc2)c2ccccc2)cc1CN1CCOCC1,2.9
Clc1cccc(NC2=NCCN=C(Nc3cccc(Cl)c3)SS2)c1,-0.3
CC1(C)NC(=O)N(CC(O)COc2ccc(F)cc2)C1=O (configuration not stated),0.15
CCCc1n(CC(O)COC2CCCCC2)c2ccccc2[n+]1C (configuration not stated),-0.63
Cc1nn2c3c(cnc2c1-c1ccccc1)C(=O)CC(c1cccs1)C3 (configuration not stated),4.1
CC(C)(C)OC(=O)N1Cc2ccccc2C[C@@H]1C(=O)NCc1cccs1,-0.54
O=C(O)CCCNS(=O)(=O)c1ccc(Cl)cc1,1.2
COc1ccc(NC(=O)Cn2nnc3sc4c(c3c2=O)CCCC4)c(OC)c1,1.8
CC1=C(C(=O)OCCOC(C)C)C(c2coc3ccccc3c2=O)C2=C(CC(C)(C)CC2=O)N1 (configuration not stated),1.3
Cn1c(=O)c(-c2ccccc2)c(O)c2ccccc21,-0.8
CNC(=O)N1CCCC(Cn2cccc2)C1 (configuration not stated),1.1
O=C1c2cccc3c(Br)ccc(c23)C(=O)N1Cc1ccccc1,1.5
O=C(Nc1ccc(Cl)cc1Cl)c1cccnc1Sc1cccc(C(F)(F)F)c1,-0.5
CN(NC(=O)c1ccccc1Cl)c1cccc(F)c1C#N,-0.07
O=C(Oc1ccccc1/C=N/N=C1\SCC(=O)N1c1cccc(F)c1)C1CC1,5.3
Cn1ncc(C(=O)O/N=C(\c2ccccc2)c2ccccc2N)c1-n1cccc1,-0.59
CCCS/C(Nc1cccc(OC)c1)=C(/C#N)S(=O)(=O)c1ccc(Cl)cc1,-0.78

# The listing continues.
SMILES,Dicer inh
CCOC(=O)c1sc(SCc2cccc(Cl)c2)c(S(=O)(=O)C(C)C)c1N,-0.41
CC(C)S(=O)(=O)c1cnc(N2CCCC2)nc1N,-0.04
Nc1c(C(=O)c2ccccc2)sc2nc3c(cc12)CCCCC3,1.1
O=C(O)c1cnn2c1NC(c1ccc(Br)cc1)CC2C(F)(F)F (configuration not stated),2.6
CC(C)C1/C(=N\O)CC(c2ccccc2)NC1c1ccccc1 (configuration not stated),0.4
CC(C)c1ccc(S(=O)(=O)n2nnc3ccccc32)cc1,0.86
COC(=O)c1ccc(CSc2nnc(-c3ccc(C(F)(F)F)cc3)n2Cc2ccco2)o1,0.44
O=C(O)c1ccc2oc3ccccc3c(=O)c2c1,-1.4
FC(F)(F)c1cccc(NC(=S)Nc2ccccn2)c1,-0.94
COC(=O)c1cc2ccc(OC)c(OC)c2c(=O)s1,-0.58
Cc1ccc(C2CC(=O)C3=C(C2)Nc2ccccc2N(C(=O)C2CC2)C3c2ccco2)cc1 (configuration not stated),0.97
CSC1=N/C(=C\c2ccc(Cl)cc2)C(=O)N1N(C)C,-0.39
O=C(NNc1cc(Cl)ccc1Cl)C1CCCS1 (configuration not stated),1.6
CN(NC(=O)CC#N)c1ncc(Cl)cc1C(F)(F)F,0.44
COc1ccc(-c2ccc(-c3noc(-c4cccc(OC)c4)n3)c(OC)n2)cc1,-0.9
CCOC(=O)c1[nH]c(C)c(S(=O)(=O)NC2CCCCNC2=O)c1C (configuration not stated),0.07
O=C(Nc1ccc2c(c1)OCO2)c1ccc(COc2ccc3c(c2)CCC3)o1,1.4
C/S(=N\S(=O)(=O)c1ccccc1)c1ccccc1 (configuration not stated),0.38
Cc1ccc(Oc2ccc(C(F)(F)F)cc2[N+](=O)[O-])cc1[N+](=O)[O-],-2.2
O=C(O)c1cccc(Sc2cccc(C(=O)O)c2)c1,-0.44
CCOc1ccc(S(=O)(=O)n2cc(F)c(=O)[nH]c2=O)cc1,0.72
O=C1C2C(c3ccccc3)OC3(C(=O)c4ccccc4C3=O)C2C(=O)N1c1cccc(F)c1 (configuration not stated),1.1
CC1=CC(C)(C)N(C(=O)NC2CCCCC2)c2cc(C)ccc21,-0.28
C=CCOc1ccc(C2/C(=C(\O)c3ccc(OC)cc3)C(=O)C(=O)N2Cc2cccnc2)cc1 (configuration not stated),0.76
O=C1c2ccccc2C2(c3ccccc3)N1CCN2S(=O)(=O)c1cccc(C(F)(F)F)c1 (configuration not stated),0.89
Cc1ccc(S(=O)(=O)Nc2ccc(C)cc2C)cc1,1.6
CC(C)(C)c1cc2nc(C(F)(F)F)cc(C#N)n2n1,0.66
CCCCN(C)CC(=O)c1c[nH]c2ccccc12,-0.05
NNC(=S)Nc1cccc(C(F)(F)F)c1,0.04
CC(=O)Nc1c(C)nn(C(C)=O)c1C,0.78
CC1(C)NC(C(=O)O)Cc2c1[nH]c1ccccc21 (configuration not stated),-0.43
CN(C)c1ccc(-c2n[nH]c(=O)c3ccccc23)cc1[N+](=O)[O-],1.4
COCCCNC(=O)Cn1cc(C(=O)c2cccs2)c2ccccc21,0.86
c1ccc(COc2ccccc2CNCc2cccnc2)cc1,0.28
O=c1[nH]c2ccccc2cc1-c1noc(-c2cccs2)n1,-0.14
CC(=O)Nc1nc(C)c(-c2csc(Nc3ccccn3)n2)s1,-0.82
CCn1c2c(c3cc(C)ccc31)CCCC2=O,1.3
CCSCCOC(=O)C1=C(C)NC2=C(C(=O)CCC2)C1c1ccc(OC(C)=O)c(OC)c1 (configuration not stated),1
Clc1ccc(/C=N/N2CCCCC2)cc1,-0.43
CCOC(=O)c1[nH]c2ccc(Br)cc2c1C,0.79

# Arranged by SMILES length (ascending): some entries from above.
SMILES,Dicer inh
Cc1csc(N)c1-c1nc2ccccc2s1,-2.4
O=C(NNc1cc(Cl)ccc1Cl)C1CCCS1 (configuration not stated),1.6
c1ccc2cc(Cn3cnc4ccccc43)ccc2c1,2.1
CC(C)S(=O)(=O)c1cnc(N2CCCC2)nc1N,-0.04
C/S(=N\S(=O)(=O)c1ccccc1)c1ccccc1 (configuration not stated),0.38
CSC1=N/C(=C\c2ccc(Cl)cc2)C(=O)N1N(C)C,-0.39
CC(=O)Nc1nc(C)c(-c2csc(Nc3ccccn3)n2)s1,-0.82
Clc1cccc(NC2=NCCN=C(Nc3cccc(Cl)c3)SS2)c1,-0.3
O=C1CC2C(=O)NCCN2C(=NC(=O)c2ccc(Cl)cc2)N1 (configuration not stated),-0.18
COc1ccccc1Nc1nc(N)nc(N)c1S(=O)(=O)c1ccccc1,0.72
Cc1ccc(C(=O)Nc2nc3c(s2)C(=O)CC(C)(C)C3)cc1C,1.9
CC(CN1CCN(Cc2ccccc2)CC1)N(C(=O)C1CCC1)c1ccccn1 (configuration not stated),0.53
CC(C)(C)OC(=O)N1Cc2ccccc2C[C@@H]1C(=O)NCc1cccs1,-0.54
C=CCOC(=O)C1=C(C)NC2=C(C(=O)CCC2)C1c1ccccc1OCCCC (configuration not stated),-0.28
C=CCOc1ccc(C2/C(=C(\O)c3ccc(OC)cc3)C(=O)C(=O)N2Cc2cccnc2)cc1 (configuration not stated),0.76
CC1=C(C(=O)OCCOC(C)C)C(c2coc3ccccc3c2=O)C2=C(CC(C)(C)CC2=O)N1 (configuration not stated),1.3

# Continued:
SMILES,Dicer inh
CN(C)c1ccc(NC(=O)c2ccc(Cl)cc2)cc1C(=O)O,0.14
COc1ccc(S(=O)(=O)N=S(C)(=O)c2ccc(C)cc2)cc1 (configuration not stated),-0.89
OC(CN1CCN(C(c2ccccc2)c2ccccc2)CC1)Oc1cccc(C(F)(F)F)c1 (configuration not stated),2.9
Cc1nc2c(C#N)c[nH]n2c(=O)c1Cc1ccccc1,1.9
CCOC1O[C@@H]2[C@H](O1)[C@@H](CO)O[C@H]2n1cnc2c(N)ncnc21 (some centres not stated),-0.14
Cc1ccc2oc3c(c(=O)c2c1)C(c1ccc(O)cc1)N(c1nccs1)C3=O (configuration not stated),0.45
Cc1ccccc1Nc1nc(-c2cccnc2)nc2ccccc12,-0.79
CC(=O)Nc1ccc(NS(=O)(=O)c2ccc(C)cc2)cc1[N+](=O)[O-],-0.02
C=CCC(C)(NCc1ccccc1)c1cccs1 (configuration not stated),-0.78
Cc1cccc2c(=O)cc(C(F)(F)F)[nH]c12,-0.88
CCCc1[nH]nc2c1C(c1ccc(F)cc1)C(C#N)=C(N)O2 (configuration not stated),-2
C#CC1(NC(=O)c2ccccc2C(=O)Nc2cc(C(F)(F)F)cc(C(F)(F)F)c2)CCCCC1,0.56
O=C(NC1CCCC1)c1nn2c(c1Cl)NC(c1ccccc1)CC2C(F)(F)F (configuration not stated),-0.2
CCN1CCN(c2nc3c(c(=O)[nH]c(=O)n3C)n2CC(O)COC(C)C)CC1 (configuration not stated),-1
CCOC(=O)/C(=N\OC)c1csc(NC(=O)c2nn(-c3ccccc3)nc2C)n1,-0.22
CCCc1cc2c(=O)c(-c3ccc4c(c3)OCCO4)coc2cc1O,0.45
O=C(Cc1c(F)cccc1Cl)NC(=O)Nc1ccc(Cl)cc1,0.22
Cc1ccc(CNCC2CCCO2)cc1 (configuration not stated),0.54
Cc1ccc(C2C(C(=O)OC(C)C)C(=O)CC(C)(O)C2C(=O)OC(C)C)cc1 (configuration not stated),-0.28
Cc1ccc(-c2csc3ncnc(N4CCC(O)CC4)c23)cc1,-0.23
O=S(=O)(c1ccc(NC(=S)NC2CCCC2)cc1)N1CCCCC1,1.8
Cc1cc(C)n(Cc2ccccc2)c(=O)c1C#N,-0.71
Cc1cc(=O)c2c(Cl)ccc(C)c2[nH]1,-1.7
COc1cc(C(F)(F)F)nc2cc(C(C)(C)C)nn12,-0.99
Cc1nnc(NC(=O)CSc2nncn2C)s1,0.84
Cn1c(SCc2ccccc2)nnc1-c1ccc(C(C)(C)C)cc1,-0.55
Cn1c(CSc2ccnc3cc(Cl)ccc23)nnc1SCC(=O)c1ccc(Cl)s1,0.85
CC(C)N1C(=O)C(O)(CC(=O)c2ccc(F)cc2)c2ccccc21 (configuration not stated),-1.4
N#C/C(=C1C=C/C(=N\O)C(Br)=C/1)c1ccccc1,-0.66
Cc1ccc2c(c1)C(=O)C(c1ccc3ccccc3n1)C2=O (configuration not stated),0.91
Clc1ccc(CSc2nnc([C@@H]3CCCN3)o2)cc1,-2
N#Cc1c(F)cccc1N1CCOCC1,1.9
O=C(Cn1cc(C(=O)c2cccs2)c2ccccc21)NCc1ccc2c(c1)OCO2,-0.39
COc1ccc(-c2cc(=O)c3cc(OC(=O)c4ccc(OC)c(OC)c4)ccc3o2)cc1,1.8
CCn1c(C)nc2cc(S(=O)(=O)N3CCOCC3)ccc21,0.56
CC(C)NC(=O)NNC(=O)c1nn(-c2ccc(F)cc2)ccc1=O,-0.2
COc1cccc(/C=N/NC(=S)Nc2cc(C(F)(F)F)cc(C(F)(F)F)c2)c1O,5.8*
CCOc1cc(C2C3=C(CC(C)(C)CC3=O)N(C)C3=C2C(=O)CC(C)(C)C3)ccc1O,0.34
COCc1cc(=O)oc2cc(OC(C)=O)c(Cl)cc12,0.17
CCOC(=O)NC(Nc1ccc(C)c(C)c1)(C(=O)OCC)C(F)(F)F (configuration not stated),1.6
CNC(=S)N1CCN(c2ncc(C(F)(F)F)cc2Cl)CC1,0.74
NC(=S)COc1cccc(Cl)c1,-1.6
